Furin inh: human furin inhibitors, primary screen, biochemical, fluorescence intensity | purified furin, fluorogenic substrate cleavage | inhibition, % at 30 µM | hit rate 0.061% among 220,000 | AID 463115, 2010; in the data active = inhibition above about 25%; also: inactives centre near -15
KLK5 inh: human KLK5 protease inhibitors, primary screen, biochemical, 1536-well. Kallikrein-5 (Homo sapiens), Q9Y337. recombinant hK5, fluorogenic AMC substrate cleavage. inhibition, % at 5 µM. hit rate 0.59% among 210,000;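 active = inhibition of 40% or more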;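 also: 0% = enzyme controls without compound and 100% = no-enzyme blanks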
Target sequence (Q9Y337 67-293 limits assumed): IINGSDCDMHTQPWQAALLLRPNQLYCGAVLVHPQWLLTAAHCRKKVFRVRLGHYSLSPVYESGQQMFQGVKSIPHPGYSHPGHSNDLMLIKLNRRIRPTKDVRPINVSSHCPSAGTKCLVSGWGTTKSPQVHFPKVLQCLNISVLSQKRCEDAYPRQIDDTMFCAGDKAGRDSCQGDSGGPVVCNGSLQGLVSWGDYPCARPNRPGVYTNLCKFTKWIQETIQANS
KCC2 mod: KCC2 cotransporter modulators, thallium flux, primary screen, cell-based, HEK293 KCC2, FluoZin-2 fluorescence, MLSMR; Solute carrier family 12 member 5 (Homo sapiens), Q9H2X9; KCC2 cells, thallium flux FluoZin-2 fluorescence; B-score of Tl+ flux slope (higher = more flux/activation; lower = inhibition) at 10 µM; hit rate 2.2% among 190,000; AID 1456, 2008;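 active = thallium flux slope and its plate-corrected score both differing from the plate sample mean at a set confidence after two filtering rounds, in either direction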;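 also: slope of fluorescence scaled to starting intensity during 10 to 20 s after thallium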
PERK inhibitor: block of dimerizer-induced PERK translation repression, primary screen, PERK inhibitor project, CHO PERK-DD cells, SEAP luminescence, HTS; inhibition, % at 5.6 µM; hit rate 0.17% among 220,000; CHO PERK-DD fusion, SEAP luminescence translation reporter; AID 1416, 2008;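 active = inhibition above the mean inhibition of all tested compounds plus 3 SD, set separately per screening campaign, cut at about 2.9% in these data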;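 also: PERK kinase domain activated by AP20187 dimerizer at 100 nM; 0% = DMSO with dimerizer and 100% = rapamycin at 8.4 µM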
thrombin 1536: human alpha-thrombin inhibitors, primary screen, counter-screen for coagulation protease inhibitor project, biochemical, 1536-well, fluorogenic AMC substrate; Prothrombin (Homo sapiens), P00734; Boc-VPR-AMC fluorogenic substrate cleavage; inhibition, % at 5 µM; hit rate 0.26% among 220,000;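 active = inhibition at or above 40%; inactive = inhibition below 40%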;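 also: 0% = enzyme with no compound and 100% = wells without enzyme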
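Assay system: human alpha-thrombin enzyme. Reagent: Boc-VPR-AMC substrate, 15 µM final. Compound dosing: one concentration per compound, 5 µM, with 0.2% DMSO. Incubation: room-temperature reaction. Technique: AMC fluorescence, 355/460 nm. Measure: % inhibition relative to enzyme controls and enzyme-free blanks.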
FXIa inh: human FXIa protease inhibitors, primary screen, biochemical, 1536-well; purified FXIa, Boc-Glu-Ala-Arg-AMC fluorogenic substrate; inhibition, % at 5 µM; hit rate 0.14% among 220,000;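 active = inhibition of at least 40%; inactive = inhibition below 40%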;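 also: fluorescence of freed AMC excited at 355 nm; 0% = enzyme without compound and 100% = no enzyme blank; many of its hits are not listed in these tables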
Wee1 stabilizer: Wee1 degradation inhibitors, primary screen, cell-based, HeLa, Wee1K328M-luciferase, luminescence; hit rate 1.2% among 220,000; HeLa Luc-Wee1K328M stability; 100% = proteasome inhibitor MG132 effect; reporter increase, % at 5 µM; Wee1-like protein kinase (Homo sapiens), P30291;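 active = activation above the mean of all tested compounds plus 3 SD, set per screening run, cut at about 8.8% in these data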;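 also: cells exposed to compound for 20 h before luminescence read; 0% = DMSO alone and 100% = MG132 at 30 µM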
FXIIa inh: human FXIIa protease inhibitors, primary screen, biochemical, 1536-well. purified FXIIa, Boc-QGR-AMC fluorogenic substrate, 2 h. inhibition, % at 5 µM. hit rate 0.3% among 220,000. AID 800, 2007; in the data active = inhibition above about 40%;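 also: 0% = enzyme with no compound and 100% = blank without enzyme; many of its hits are not listed in these tables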
p97 inhibitor: inhibitors of human p97 ATPase, primary screen, biochemical; recombinant p97 ATPase, Kinase-Glo ATP luminescence, 3 h; inhibition, % at 8 µM; hit rate 0.42% among 220,000; in the data active = inhibition above about 15%;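 also: 0% = DMSO vehicle and 100% = wells lacking enzyme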
Target sequence (P55072 whole entry, looked up): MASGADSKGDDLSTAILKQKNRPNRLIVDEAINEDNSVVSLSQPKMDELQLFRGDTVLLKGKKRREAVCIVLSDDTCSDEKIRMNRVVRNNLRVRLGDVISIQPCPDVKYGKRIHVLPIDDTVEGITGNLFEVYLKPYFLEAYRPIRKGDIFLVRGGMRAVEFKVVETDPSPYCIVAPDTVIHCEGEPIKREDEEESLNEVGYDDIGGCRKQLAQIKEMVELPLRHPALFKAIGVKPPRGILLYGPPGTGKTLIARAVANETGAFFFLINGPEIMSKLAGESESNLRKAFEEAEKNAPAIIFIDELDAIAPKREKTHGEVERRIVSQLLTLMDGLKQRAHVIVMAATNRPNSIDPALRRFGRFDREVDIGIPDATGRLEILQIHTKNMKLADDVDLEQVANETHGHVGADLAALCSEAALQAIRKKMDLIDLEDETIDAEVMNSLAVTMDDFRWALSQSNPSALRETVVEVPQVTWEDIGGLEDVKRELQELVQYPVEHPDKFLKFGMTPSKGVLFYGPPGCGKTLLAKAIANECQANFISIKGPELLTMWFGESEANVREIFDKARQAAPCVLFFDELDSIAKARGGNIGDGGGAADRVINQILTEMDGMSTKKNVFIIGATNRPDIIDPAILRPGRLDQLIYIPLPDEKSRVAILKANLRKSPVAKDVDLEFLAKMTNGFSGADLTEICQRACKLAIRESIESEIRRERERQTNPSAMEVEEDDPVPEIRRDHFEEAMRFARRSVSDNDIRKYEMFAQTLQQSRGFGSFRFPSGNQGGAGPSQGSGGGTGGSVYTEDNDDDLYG
* = called active by the depositor; nt = not tested or not shown; [ ] = another dose, or the depositor's remark. Hits appear at their usual frequency; about 4.4% have a hit in one of these screens.

SMILES	Furin inh	KLK5 inh	KCC2 mod	PERK inhibitor	thrombin 1536	FXIa inh	Wee1 stabilizer	FXIIa inh	p97 inhibitor
COc1ccc(Cc2n[nH]c(=S)o2)cc1	-22	-8	-2	0.7	-4	-7	-1	0	3
COc1cc2cc(C)c(SCC(=O)N3CCOCC3)nc2cc1OC	-10	-15	nt	-0.9	-9	-7	-2	4	9
C=CCNCCOc1c(C)cc(C)cc1Cl	-23	-8	0.69	1.0	0	6	1	8	2
O=C(c1ccccc1)N1CCN(C(=O)N2CCOCC2)CC1	-18[20 µM]	4	0.38	1.4	-2	0	0	5	6
CSc1nc(SCC(=O)NCc2ccco2)c2c3c(sc2n1)COC(C)(C)C3	-27	-29	1.9	-0.3	-10	-1	-2	6	0
c1ccc(CN2CCC3(CC2)Nc2ccccc2CO3)cc1	-18[20 µM]	0	0.0025	0.6	-6	-8	-1	-13	1
COC(=O)c1sc(S(=O)(=O)N2CCN(c3ccc(OC)cc3)CC2)c(C(=O)OC)c1C	-11[20 µM]	-3	1.3	-0.6	0	-1	-1	8	-5
CC(=O)c1c(C)nc2ccccn12	-22	2	0.82	1.6	-7	-4	2	7	7
CNCc1cc(Br)c(OCC(=O)Nc2ccccc2OC)c(OC)c1	-17	-4	0.62	-0.5	2	-1	-2	8	3
CCN1CCN(CC(=O)Nc2cccc(C)c2)C(=O)C1=O	-35	nt	0.18	1.1	nt	nt	-2	nt	4
CCn1c(SCC(=O)Nc2nc3ccccc3s2)nc2c(c1=O)SC(C)C2 (centres undefined)	-13	-5	-4.1*	-1.6	-2	0	-1	5	6
Cc1ccccc1C(=O)Nc1nnc(-c2cccnc2)o1	-24	-17	1.1	1.0	3	-4	-1	-5	2
COc1cc2c(C(=O)N3CCN(C)CC3)c(CSc3ccccc3)n(C)c2cc1Br	-18	-11	-0.7	0.2	2	-4	3	3	0
Cn1nc(-c2ccc(Cl)cc2)c2cc(C(=O)N3CCN(c4ccccn4)CC3)sc21	0	1	nt	-1.1	-3	1	-1	11	-6
O=c1[nH]c(=S)n(-c2cccc(Cl)c2)c(O)c1/C=N/N1CCOCC1	-12	0	0.59	-0.3	0	2	1	9	2
O=C(c1cnccn1)N1CCc2ccccc2C1	-24	-20	-0.75	-0.2	1	-23	-5	-3	0
Cc1cc(NC(=O)CSc2nnc(-c3c[nH]c4ccccc34)n2-c2ccc(Cl)cc2)no1	-6[20 µM]	-3	0.036	-0.6	-3	16	2	23	-3
Cc1ccc(C(=O)Oc2ccc(C(=O)COC(=O)C3CC(=O)N(Cc4ccco4)C3)cc2)cc1 (centres undefined)	-26[20 µM]	-19	nt	1.1	-4	4	-1	14	-6
O=C(CSc1nc2ccccc2[nH]1)N1CCN(S(=O)(=O)c2ccc(Cl)cc2)CC1	2[20 µM]	-23	-1.1	-1.2	-15	3	0	21	-4
CCOc1ccc(N(C(=O)c2cnccn2)C(C(=O)NC2CCCCC2)c2ccc(O)cc2)cc1 (centres undefined)	-27	-1	0.065	0.8	-5	-2	-4	7	7
Cc1ccc(S(=O)(=O)c2nc(C)c3c(n2)CCC3)cc1	-16[20 µM]	-2	nt	0.3	33	7	2	12	1
O=C1CSC(=Nc2cccc(Cl)c2Cl)N1Cc1cccnc1	-6	-4	-0.86	-1.6	-7	-4	1	1	-4
CC(Nc1ccc(N2CCOCC2)cc1)C(=O)N1c2ccccc2CC1C (centres undefined)	-14	-1	0.13	-0.1	-10	1	1	2	10
Cc1ccc(CNC(=O)C2CCC(CNc3nc(=S)[nH]c4ccccc34)CC2)cc1 (centres undefined)	-33	-5	0.45	0.8	-2	-3	0	1	5
O=C1CCCC2=C1C(c1cccc(Br)c1)n1nc(-c3ccco3)nc1N2 (centres undefined)	-16	nt	0.025	-0.6	nt	nt	0	nt	-1
Cc1ccccc1NC(=O)c1cnc(Nc2nc3ccccc3s2)nc1C	-24[20 µM]	23	0.041	0.3	-4	-4	-2	2	-1
COc1ccc(C(C)NC(=O)c2cccc([N+](=O)[O-])c2)cc1OC (centres undefined)	-15	-10	-0.35	-0.1	-6	5	-4	6	5
Cc1cc(C)cc(OCC(=O)NNC(=O)c2cc(C)[nH]n2)c1	-16[20 µM]	4	0.85	0.5	6	7	3	6	-1
Cc1ccc(N2C(=O)CC(N3CCN/C3=C3\CC/C(=C\c4ccccc4)C3=O)C2=O)cc1 (centres undefined)	-20	4	1.4	1.6	-4	1	-1	7	6
Cc1ccc(C(=O)O)cc1S(=O)(=O)N1CCOCC1	12[20 µM]	-4	1.5	0.6	-5	-7	2	10	4
Cc1ccc(NC(=O)C/C(N)=N/O)cc1C	-17[20 µM]	-3	nt	0.0	-4	3	-2	15	-3
O=C(CCSCc1cccc(Cl)c1)NCCC1=CCCCC1	-10	2	-0.24	1.1	-1	1	0	9	0
CCOC(=O)c1ccc(NC(=S)N(CCN2CCCCCC2)Cc2ccco2)cc1	-19	4	1.6	-0.3	-3	2	0	10	-7
CCOC(=O)C(C(C)=O)c1c(Br)c(O)c(O)c2c(C(=O)c3ccc(C)cc3)coc12 (centres undefined)	-20	1	-2.3	-0.8	3	6	7	11	11
COC(=O)Cn1ncc2c3ccccc3n(Cc3ccccc3)c2c1=O	-20[20 µM]	-17	-0.28	-1.4	-3	6	0	-6	-3
O=C(O)COc1ccc(=O)n(-c2ccccc2)n1	-4[20 µM]	1	nt	1.8	-3	-1	0	3	-3
CN1/C(=C\C=Nc2ccc3ccccc3c2)C(C)(C)c2ccccc21	25	-8	nt	-0.6	-1	-2	-1	10	-4
CN1CCN(S(=O)(=O)c2ccc(Br)s2)CC1	-17	33	nt	1.0	18	3	-1	48*	1
CCOC(=O)N1CCN(C(=O)/C=C/c2c(C)nn(-c3ccc(F)cc3)c2Cl)CC1	-16	-7	-2.7	-0.3	4	-3	8	2	-3
O=C(O)CSc1nnc(COc2cccc3cccnc23)n1-c1ccc(Cl)cc1	-4	nt	0.77	2.0	-6	-3	0	2	3
COc1ccc(C=Nc2cccc3c(=O)[nH][nH]c(=O)c23)c2ccccc12	-26[20 µM]	-6	nt	0.8	1	-4	-1	5	3
O=C(NC1CCCCC1)C1c2ccccc2C(=O)N1Cc1ccco1 (centres undefined)	-29	-2	1.9	0.7	4	7	-2	16	5
CC1=NNC(=O)C1CCC(=O)N/N=C/c1ccccc1 (centres undefined)	-12	2	0.26	0.9	0	1	-1	-2	9
C/C(=N\Nc1ccccn1)c1ccc(N2CCOCC2)cc1	10	-5	-0.39	-0.1	1	-2	2	-5	2
Cc1nnc(-c2ccccc2)[nH]c1=O	-17	-1	0.64	-0.9	-3	-4	4	4	0
C=CCn1c(SCC(=O)Nc2ccc(C(=O)OCC)cc2)nnc1-c1sc(N)nc1C	-18[20 µM]	-13	-0.0025	-0.1	-7	2	-1	7	2
COc1ccc(C2C(C(=O)N3CCOCC3)=C(C)NC3=C2C(=O)CC(C)(C)C3)c(OC)c1 (centres undefined)	-35	-13	0.16	0.3	-1	18	-1	27	2
Cc1ccc(NC(=O)CSc2nnc(-c3ccncc3)n2C)cc1C	-8[20 µM]	4	0.62	-1.0	2	12	-2	8	5

Laid out differently: entries from further up.
| SMILES | Furin inh | KLK5 inh | KCC2 mod | PERK inhibitor | thrombin 1536 | FXIa inh | Wee1 stabilizer | FXIIa inh | p97 inhibitor |
| --- | --- | --- | --- | --- | --- | --- | --- | --- | --- |
| CN1CCN(S(=O)(=O)c2ccc(Br)s2)CC1 | -17 | 33 | nt | 1.0 | 18 | 3 | -1 | 48* | 1 |
| CCOC(=O)N1CCN(C(=O)/C=C/c2c(C)nn(-c3ccc(F)cc3)c2Cl)CC1 | -16 | -7 | -2.7 | -0.3 | 4 | -3 | 8 | 2 | -3 |
| O=C(O)CSc1nnc(COc2cccc3cccnc23)n1-c1ccc(Cl)cc1 | -4 | nt | 0.77 | 2.0 | -6 | -3 | 0 | 2 | 3 |
| COc1ccc(C=Nc2cccc3c(=O)[nH][nH]c(=O)c23)c2ccccc12 | -26[20 µM] | -6 | nt | 0.8 | 1 | -4 | -1 | 5 | 3 |
| O=C(NC1CCCCC1)C1c2ccccc2C(=O)N1Cc1ccco1 (centres undefined) | -29 | -2 | 1.9 | 0.7 | 4 | 7 | -2 | 16 | 5 |
| CC1=NNC(=O)C1CCC(=O)N/N=C/c1ccccc1 (centres undefined) | -12 | 2 | 0.26 | 0.9 | 0 | 1 | -1 | -2 | 9 |
| C/C(=N\Nc1ccccn1)c1ccc(N2CCOCC2)cc1 | 10 | -5 | -0.39 | -0.1 | 1 | -2 | 2 | -5 | 2 |
| Cc1nnc(-c2ccccc2)[nH]c1=O | -17 | -1 | 0.64 | -0.9 | -3 | -4 | 4 | 4 | 0 |
| C=CCn1c(SCC(=O)Nc2ccc(C(=O)OCC)cc2)nnc1-c1sc(N)nc1C | -18[20 µM] | -13 | -0.0025 | -0.1 | -7 | 2 | -1 | 7 | 2 |
| COc1ccc(C2C(C(=O)N3CCOCC3)=C(C)NC3=C2C(=O)CC(C)(C)C3)c(OC)c1 (centres undefined) | -35 | -13 | 0.16 | 0.3 | -1 | 18 | -1 | 27 | 2 |
| Cc1ccc(NC(=O)CSc2nnc(-c3ccncc3)n2C)cc1C | -8[20 µM] | 4 | 0.62 | -1.0 | 2 | 12 | -2 | 8 | 5 |

Remaining list, next part:
SMILES	Furin inh	KLK5 inh	KCC2 mod	PERK inhibitor	thrombin 1536	FXIa inh	Wee1 stabilizer	FXIIa inh	p97 inhibitor
COc1ccc(CNC(=O)c2ccc3nccnc3c2)cc1	-21	-17	nt	1.2	1	3	6	15	3
CC(OC(=O)CNC(=O)C12CC3CC(CC(C3)C1)C2)C(=O)Nc1ccc(S(N)(=O)=O)cc1 (centres undefined)	-11	-5	1	1.4	0	-3	-1	-1	2
O=C(NS(=O)(=O)Oc1ccc(Cl)cc1)OC[C@@H]1CCCN2CCCC[C@H]12	-26	-12	0.78	1.4	1	2	1	13	6
CN1CCN(/N=C/c2c3ccccc3c(Cl)c3ccccc23)CC1	-9	-4	0.23	0.7	-10	4	-1	3	2
COc1ccc(-c2nc(CN3CCC(c4ccccc4)CC3)c(C)o2)cc1OC	-14	3	1	-0.5	-7	0	-2	6	1
Cc1ccc2cc(C)c3nnc(SCC(=O)N4CCCc5ccccc54)n3c2c1C	-32[20 µM]	-24	nt	-0.8	-2	0	-1	13	-5
COc1ccc(S(=O)(=O)N(C)C)cc1NCC(=O)Nc1cccc(C#N)c1	-29	-3	-0.65	0.7	-4	1	-4	-2	5
O=C(O)c1cc(NCc2ccc(F)cc2)ccc1N1CCOCC1	-11[20 µM]	5	-1.5	-0.3	6	1	-4	15	8
C(=N\n1cnnc1)/c1cn(Cc2ccccc2)c2ccccc12	-2	2	0.79	-0.1	-3	-1	0	4	1

Bioassay records from PubChem.
